GAA glycogen – alters human alpha-glucosidase cleavage of glycogen. P10253. recombinant GAA, glycogen substrate, Amplex Red glucose oxidase fluorescence. Potency, µM (top dose mostly 76.4 µM), for inactives: at the highest dose activity change, negative = inhibition, most hits filed as inhibitors. 0.38% of 300,000 active. AID 2100;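 note: 0% = full enzyme reaction and -100% = no-enzyme basal signal; the screen sought inhibitors and activators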
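Recombinant human alpha-glucosidase (4 nM final) hydrolysed bovine liver glycogen (30 ug) for 40 min at 37 C in pH 5.0 citrate/phosphate with 0.01% Tween-20. Released glucose detected by glucose oxidase/Amplex Red, Ex 573/Em 610 nm. Compounds up to 77 uM; AC50 from Hill fits.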
Tau fluor cs – counter-screen for tau fibril formation inhibitors | tau K18 P301L Alexa594 fluorescence, heparin fibrillization | Potency, µM (series often up to 57.7 µM), without a hit: top-dose activity change, negative = decrease | 0.93% of 280,000 active | AID 1463; note: % is set by controls: 0 for no effect and ±100 for the full control effect; nearly all actives have a fitted effect of over 55% in size
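Human K18 P301L tau (15 uM unlabeled plus 0.24 uM Alexa 594-labeled, final) in 100 mM sodium acetate pH 7 was mixed with compound and 20 uM heparin and incubated 6 hr at 37 C.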
HTT cytoprotect – Huntington cell model cytoprotection by ATP luminescence; PC12 HTT-Q103 induced, cytoprotection, ATP luminescence, 40 h; 0.14% of 230,000 active; Potency, µM (series often up to 56.4 µM), for inactives: cytoprotection (ATP increase), most hits filed as activators;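 note: % of control where 0% means no effect; nearly all actives have a fitted effect of over 45% in size; toxic huntingtin expression switched on by the ecdysone agonist tebufenozide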
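Stable PC12 Q103-GFP cells in serum-supplemented, phenol red-free DMEM; induction by tebufenozide at 100 nM final; compound dose series; cell viability quantified luminescently from ATP.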
GAA spleen mod – inhibitors or activators of human alpha-glucosidase in spleen homogenate; P10253; human spleen homogenate, 4-MU-alpha-glucoside fluorescence; Potency, µM (titrated, usually from 79.9 µM), for inactives: at the top dose activity change, negative = inhibition, actives largely listed as inhibitors; 0.006% of 240,000 active;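 note: 0% = enzyme with vehicle and -100% = no enzyme basal signal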
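Human spleen homogenate (1 ug) with 4-methylumbelliferyl-alpha-D-glucopyranoside (1 mM final) in 50 mM citrate/phosphate pH 5.0, 0.01% Tween-20; 40 min at 37 C. Stopped at pH 10; 4-MU fluorescence Ex 365/Em 440 nm; AC50 by Hill fit.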
Tau ThT inhib – tau fibrillization inhibition (ThT binding); P10636; Potency, µM (series often up to 57.4 µM), for the others: at the top dose activity, negative = inhibition, most hits filed as inhibitors; 2.1% of 270,000 active; recombinant tau K18 P301L (four-repeat tau fragment), heparin-induced fibrillization, ThT fluorescence; note: % is set by controls: 0 for no effect and ±100 for the full control effect; nearly all actives have a fitted effect of over 55% in size
Target sequence (P10636 561-689 P618L limits assumed): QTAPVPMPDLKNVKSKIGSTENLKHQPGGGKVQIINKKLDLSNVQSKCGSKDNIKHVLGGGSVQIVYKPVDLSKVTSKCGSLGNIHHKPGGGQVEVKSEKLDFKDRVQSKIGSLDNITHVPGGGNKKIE
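Tau K18 P301L fragment (15 uM unlabeled plus 0.24 uM Alexa 594-labeled) in 100 mM sodium acetate pH 7 with compound, fibrillization induced by 20 uM heparin for 6 hr at 37 C. Thioflavin T (30 uM) added, fluorescence read after 1 hr (ex 450, em 510 nm).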
aGal spleen mod – inhibitors or activators of human alpha-galactosidase in spleen homogenate; P06280; human spleen homogenate, 4MU-alpha-Gal fluorescence, 40 min; Potency, µM (doses to about 80 µM), without a hit: at the top dose activity change, negative = inhibition, most hits filed as inhibitors; 0.008% of 240,000 active; AID 2107;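 note: 0% = enzyme with vehicle and -100% = no enzyme basal signal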
Target sequence (P06280 32-429 limits assumed): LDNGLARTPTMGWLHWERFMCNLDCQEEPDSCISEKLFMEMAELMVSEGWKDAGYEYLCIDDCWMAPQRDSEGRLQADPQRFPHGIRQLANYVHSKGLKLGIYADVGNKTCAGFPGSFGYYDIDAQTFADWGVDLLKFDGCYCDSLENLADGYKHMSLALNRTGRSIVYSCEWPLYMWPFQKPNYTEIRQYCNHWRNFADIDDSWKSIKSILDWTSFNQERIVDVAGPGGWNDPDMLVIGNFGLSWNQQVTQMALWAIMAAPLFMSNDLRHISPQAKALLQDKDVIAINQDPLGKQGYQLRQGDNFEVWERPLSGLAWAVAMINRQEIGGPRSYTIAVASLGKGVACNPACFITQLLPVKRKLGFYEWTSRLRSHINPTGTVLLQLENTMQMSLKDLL
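Inhibition or activation of alpha-galactosidase in human spleen homogenate is scored by 4-MU fluorescence after 40 min at 37C, pH 5.0, with 1 mM substrate. AC50s come from concentration-response fitted to the Hill equation.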
GAA inhib – alpha-glucosidase (human) inhibition | AID 1466 | P10253 | Potency, µM (highest dose often 76.9 µM), for inactives: top-dose activity change, negative = inhibition, most hits filed as inhibitors | purified human GAA, 4-MU-alpha-glucoside fluorescence | 0.005% of 200,000 active;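 note: plate controls were uninhibited enzyme wells for no effect and no-enzyme background for full effect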
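Activity normalized between no-enzyme (basal) and enzyme-only wells. Conditions: 4 nM human enzyme, 400 uM fluorogenic substrate, citrate/phosphate pH 5.0 with Tween-20, 20 min room temperature, compounds up to 77 uM.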
Tau FP inhib – tau fibrillization inhibition (FP); P10636; K18 P301L tau heparin fibrillization, Alexa594 FP, 6 h; Potency, µM (titrated, usually from 57.7 µM), without a hit: at the highest dose activity, negative = inhibition, most hits filed as inhibitors; 0.39% of 280,000 active; AID 1468; note: % is set by controls: 0 for no effect and ±100 for the full control effect; nearly all actives have a fitted effect of over 55% in size
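Steps: dispense K18 P301L tau (15 uM plus 0.24 uM Alexa 594 tracer, final) in pH 7 sodium acetate; add compound; add heparin (20 uM final); incubate 6 hr, 37 C; add ThT (30 uM final); after 1 hr ambient, read FP.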
Starred values were filed as active, the others as inactive; ? = inconclusive; . = no result given; [ ] = remark or other dose. Calls come from the whole dose curve; as a rule, active = well fitted curve in the direction sought with a large enough effect; inconclusive = small, poorly fitted or top-dose-only effect, or another doubt; inactive = no such curve, though single readings can be large; an effect the other way counts as inactive or inconclusive. Potency is the fitted concentration of half-maximal effect.

The opening 3 records (preview)
| Structure | GAA glycogen | Tau fluor cs | HTT cytoprotect | GAA spleen mod | Tau ThT inhib | aGal spleen mod | GAA inhib | Tau FP inhib |
| --- | --- | --- | --- | --- | --- | --- | --- | --- |
| CC(=O)Nc1nonc1-c1nnc(SCc2ccc(C)cc2)n1C | 2.8%[76.3 µM] | -3.8% | . | . | 3.7% | . | . | -1.6% |
| CCOc1ccc(N(CC)C(=O)CCc2nc(-c3ccccc3F)no2)cc1 | 11.4%[76.3 µM] | -12.0% | . | . | ? | . | . | 0.6% |
| Cn1cc(C(=O)N/N=C/c2cccs2)c2ccccc21 | -6.2% | -17.1% | 4.1%[10 µM] | -9.3% | ? | 2.8% | 1.8% | -6.7% |

The whole of this part, from the first entry:
| Structure | GAA glycogen | Tau fluor cs | HTT cytoprotect | GAA spleen mod | Tau ThT inhib | aGal spleen mod | GAA inhib | Tau FP inhib |
| --- | --- | --- | --- | --- | --- | --- | --- | --- |
| CC(=O)Nc1nonc1-c1nnc(SCc2ccc(C)cc2)n1C | 2.8%[76.3 µM] | -3.8% | . | . | 3.7% | . | . | -1.6% |
| CCOc1ccc(N(CC)C(=O)CCc2nc(-c3ccccc3F)no2)cc1 | 11.4%[76.3 µM] | -12.0% | . | . | ? | . | . | 0.6% |
| Cn1cc(C(=O)N/N=C/c2cccs2)c2ccccc21 | -6.2% | -17.1% | 4.1%[10 µM] | -9.3% | ? | 2.8% | 1.8% | -6.7% |
| CC1=CC(C)C2(CO)COC(c3ccccc3O)C1C2C (stereo unspecified) | 2.6% | -10.5% | 21.9% | -5.6% | -4.0% | -0.4% | -0.9% | 10.9% |
| Cc1cccc(NC(=O)c2sc(NC(=O)COc3ccccc3)c(C#N)c2C)c1C | 3.6% | 19.0% | -9.3%[10 µM] | -5.9% | 6.1% | -8.4% | -22.3% | 6.2% |
| Cc1ccccc1OCCCSc1nc2ccccc2[nH]1 | -11.4% | ? | 20.3%[10 µM] | -6.6% | -15.9% | -21.2% | -4.8% | ? |
| Cc1ccc2[nH]c3c(c2c1)CCC3=O | 1.6% | -13.2% | -15.8% | -2.0% | -23.4% | 3.5% | 1.5% | 2.4% |
| COc1ccc(C(=O)Nc2ccccc2C(=O)NCCCn2ccnc2)cc1 | -17.3% | -1.4% | -10.0% | -12.3% | 3.9% | 6.7% | 6.7% | 3.2% |
| O=C(CC(C(=O)O)c1ccccc1)c1cccs1 (stereo unspecified) | -2.7% | -4.1% | 9.0%[10 µM] | 0.2% | -10.5% | -0.9% | . | 2.6% |
| COc1ccc(C(=O)Nc2c(Cl)cc(Cl)cc2C(=O)NCc2ccco2)cc1 | 14.6% | -0.7% | 1.5%[10 µM] | -1.9% | 3.2% | -2.8% | -0.7% | 7.0% |
| CCOP(=O)(OCC)C(Nc1ccc(OC)cc1)c1ccco1 (stereo unspecified) | ? | 0.8% | -151.0%[inhibitor] | 2.0% | 2.5% | 3.0% | 5.9% | 1.2% |
| Cc1nnsc1C(=O)N(Cc1ccccc1)C(C)C | -5.5% | 0.3% | -9.7%[10 µM] | 8.2% | 5.4% | 5.5% | . | -1.3% |
| O=C1CC[C@@]23CCCN2C(=O)CCCC3C1 (stereo partly specified) | . | -17.2%[126 µM] | ? | 4.8%[181 µM] | -11.2%[126 µM] | -0.9%[181 µM] | . | 3.3%[126 µM] |
| Cc1cccc(C(=O)N[C@H](C(=O)OCC(=O)NC(=O)c2cccn2C)C(C)C)c1 | -3.2% | -13.9% | -5.9%[1.9 µM] | 4.4% | -12.2% | -3.2% | -2.6% | 4.0% |
| Cc1ccc(/C=N/N=C2/NC(=O)C(CC(=O)Nc3ccccc3)S2)o1 (stereo unspecified) | 3.1% | -14.1% | 7.5% | -1.3% | -9.0% | -3.2% | 5.2% | -9.7% |
| O=C(Cc1ccccc1)Nc1nc(-c2cccc([N+](=O)[O-])c2)cs1 | -3.8% | -28.0% | -4.4%[10 µM] | -4.7% | -5.0% | -17.8% | 12.4% | 6.4% |
| CCCC(=O)NC(C)c1nc2ccccc2n1C(C)C (stereo unspecified) | 4.9% | 3.6% | -0.3%[10 µM] | -1.1% | 4.5% | -0.2% | -5.2% | -2.9% |
| CCOc1ccccc1NC(=O)C(NCC1(N2CCCCC2)CCCCC1)c1ccccc1 (stereo unspecified) | -5.1% | -7.9% | -13.9% | -9.0% | -10.8% | -14.1% | ? | -13.6% |
| COc1cc(Cl)c(NC(=O)CN2C(=O)c3cccnc3Sc3ccccc32)c(OC)c1 | -1.4%[76.3 µM] | -20.5% | . | . | -7.0% | . | . | 3.1% |
| COc1cc2c(cc1OC)C(c1ccccc1)N(S(C)(=O)=O)CC2 (stereo unspecified) | 8.0% | -3.8% | -4.6%[10 µM] | -5.1% | -1.0% | -2.8% | . | -10.8% |
| CCOC(=O)N1CCN(C(=O)Cn2ncn3nc(-c4cccs4)cc3c2=O)CC1 | -1.1% | 4.7% | 16.2%[10 µM] | 0.8% | -4.9% | 4.8% | ? | -5.5% |
| Cc1ccc(S(=O)(=O)NC2=NCN(CCOC(=O)c3ccc([N+](=O)[O-])cc3)CN2)cc1 | 11.1% | -10.3% | 1.0% | -1.7% | 9.0% | 0.7% | -11.5% | ? |
| CCOc1ccc(-c2c(C(=O)N/N=C/c3ccc(OC)cc3)nnn2-c2nonc2N)cc1 | -3.4% | -12.6% | 11.0%[10 µM] | -12.6% | 10.9% | 7.0% | -14.6% | ? |
| CCCCc1nnc(SCc2ccc(OCC)cc2)n1N | 5.8% | -4.9% | 10.2% | -0.9% | -11.6% | 10.3% | -2.1% | 9.6% |
| Cc1nc(N2CCOCC2)nc(N2CCC(C)CC2)c1[N+](=O)[O-] | 0.6% | -19.6% | -16.2%[10 µM] | -3.8% | ? | -7.7% | . | -3.0% |
| Cc1ccccc1C(=O)O/N=C(\c1ccccc1)c1ccccn1 | 5.6% | -11.5% | 17.4%[10 µM] | -3.8% | -16.8% | 3.5% | -3.2% | 2.1% |
| CCn1c2ccccc2c2nnc(SCC(=O)NCCOC)nc21 | -3.3% | -3.8% | -14.8%[10 µM] | 0.4% | -7.8% | -0.4% | -7.0% | -0.2% |
| CCC(C)Cn1c(S(=O)(=O)O)nc2ccccc21 (stereo unspecified) | 1.0% | -0.9% | 12.0%[10 µM] | -5.8% | -6.1% | 0.8% | -2.0% | 0.5% |
| C/C(=N/NC(=O)c1ccoc1C)c1cccc(NC(=O)C2CC2)c1 | 1.5% | -2.5% | . | -4.1% | ? | -1.6% | -4.2% | -2.0% |
| COc1ccc(S(=O)(=O)N(CC(=O)Nc2cccc(C(F)(F)F)c2)c2ccc(C)cc2)cc1 | -1.4%[76.3 µM] | -27.4% | . | . | 0.8% | . | . | ? |
| CCn1nc(C)c(NC(=O)c2ccc(Br)o2)c1C | -2.9% | 6.2% | . | -1.0% | 3.9% | 2.4% | -5.5% | 3.3% |
| Cc1ccc(CN2CCc3c(OCC(=O)Nc4cc(C)ccc4C)cccc3C2=O)cc1 | 8.1% | -7.8% | 7.3%[10 µM] | -5.9% | ? | 1.2% | -8.0% | -2.3% |
| CC(O)C(O)C(O)C(O)/C=N/NC(=O)c1ccccc1 (stereo unspecified) | 2.7% | -2.9% | -3.5%[10 µM] | -2.8% | -5.7% | -3.7% | 1.8% | 0.5% |
| CCCCN(CCCC)CC(O)COc1ccc(Br)cc1 (stereo unspecified) | 4.4% | -13.5% | 10.3%[10 µM] | -0.9% | . | -0.1% | . | -2.1% |
| CSCCOC(=O)C1=C(C)NC(=O)CC1c1ccccc1Cl (stereo unspecified) | 2.7% | -7.8% | -0.4% | -1.3% | -5.5% | 20.4% | -0.1% | 0.1% |
| CN(CC(=O)NCCc1ccc(F)cc1)Cc1cccs1 | -20.1% | -7.0% | -11.6% | -1.6% | -8.3% | -4.0% | -0.7% | 3.8% |
| Cc1ccc(NS(=O)(=O)c2cc(N)ccc2Cl)c(C)c1 | 5.9% | -12.6% | -1.1%[10 µM] | -2.1% | -4.5% | -2.3% | . | 10.0% |
| O=C(NCCCn1ccnc1)c1cc(-c2ccccc2)on1 | 7.4% | 6.1% | . | -6.7% | 1.7% | -0.7% | 12.8% | 6.7% |
| Cc1cc(NC(=O)CSc2ncnc3ccccc23)no1 | 13.1% | -0.8% | -32.2% | 8.8% | -6.7% | 5.3% | 8.4% | -2.2% |
| COc1ccc(-c2nc(CS(=O)CC(=O)NCCc3ccccc3)c(C)o2)cc1OC (stereo unspecified) | -13.7%[76.3 µM] | -8.1% | . | . | ? | . | . | -7.6% |
| CCN(Cc1ccccc1)C(=O)CSc1nncn1C | -2.9% | 0.4% | -12.8% | 4.1% | 1.6% | -0.8% | -6.0% | -6.6% |
| CC(C)CNS(=O)(=O)c1cc(C(=O)N2CC(C)OC(C)C2)c(Cl)cc1Cl (stereo unspecified) | 6.5% | -4.9% | -13.0% | -5.9% | -8.9% | 3.4% | -3.8% | -2.5% |
| O=C(CN1C(=O)COc2ccccc21)NCCN1CCC(Cc2ccccc2)CC1 | -7.6% | -2.4% | . | -12.3% | -7.3% | 3.9% | -10.6% | 11.2% |
| CN(C)CCCN(C(=O)C1COc2ccccc2O1)c1nc2ccc(F)cc2s1 (stereo unspecified) | -0.5% | -3.9% | -15.2% | 0.1% | -1.0% | 3.1% | 3.2% | -2.3% |
| CC(=O)C1=C(O)C(=O)N(Cc2ccccc2)C1c1ccco1 (stereo unspecified) | -8.4% | 2.5% | -17.1% | 4.5% | -6.9% | 14.2% | -2.5% | -0.8% |
| CC(C)(C)OC(=O)N1CCC(c2c(C(=O)O)cnn2-c2ccc(Cl)cc2)CC1 | -0.3% | -24.8% | -6.8% | -6.4% | -16.7% | 2.3% | 8.7% | 5.3% |
| COC(=O)C(C(=O)OC)c1ccc(-n2cccc2)cc1 | 4.2% | 12.6% | 12.7%[10 µM] | -8.4% | 11.6% | 0.9% | 9.2% | 5.4% |
